Screens deposited in PubChem by National Center for Advancing Translational Sciences (NCATS).
ALOX12 inh: ALOX12 (human) lipoxygenase inhibition; hit rate 1.1% among 580,000; purified 12hLO, xylenol orange hydroperoxide absorbance; P18054; Potency, µM (series often up to 108 µM), inactives show at the top dose activity change, negative = inhibition, hits mostly inhibitors; further: on the % scale 0 is the no-effect control and ±100 the full control effect
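Hydroperoxide product was detected by ferrous iron/xylenol orange as the 573 to 405 nm absorbance ratio. Arachidonic acid at 40 uM (final) was turned over for 30 min at room temperature by 150 nM human 12hLO, pH 7.0 Hepes buffer, after 15 min compound preincubation.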
Vif-APOBEC3G blk: Vif-A3G binding inhibition; HeLa A3G-eYFP + Vif (tagged APOBEC3G with the HIV-1 protein that degrades it), YFP fluorescence, overnight; Potency, µM (top dose mostly 46.1 µM), inactives show at the top dose activity, negative = active, actives largely listed as inhibitors; hit rate 0.076% among 410,000; AID 602310;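 further: on the % scale 0 is the no-effect control and ±100 the full control effect; nearly all actives have a fitted effect of over 60% in size; hits raise eYFP signal because A3G escapes Vif-driven loss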
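Read-out is eYFP fluorescence (Ex 488/Em 500-530) from Vif-expressing HeLa A3G-eYFP cells; more signal means A3G escaped Vif-mediated degradation. Cells plated overnight, compound pinned in, incubated overnight at 37 deg C.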
USP1-UAF1 inh: USP1/UAF1 (human) deubiquitinase inhibition; recombinant USP1/UAF1, Ub-Rhodamine cleavage fluorescence; AID 743255; Potency, µM (doses to about 57.1 µM), inactives show top-dose activity change, negative = inhibition, hits mostly inhibitors; O94782; hit rate 0.23% among 390,000; further: on the % scale 0 is the no-effect control and ±100 the full control effect; nearly all actives have a fitted effect of over 60% in size; inactives centre near -12
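Step one: compound is pinned into 1nM USP1/UAF1 in HEPES pH 7.8 buffer with TCEP. Step two: 15 min room-temperature incubation. Step three: Ub-Rho (150nM final) starts cleavage, tracked by fluorescence over six one-minute reads.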
RXFP1 agonist: activates the human relaxin receptor RXFP1 | Q9HBX9 | HEK293T-RXFP1 cAMP TR-FRET, 30 min; response scale: percent of porcine relaxin response, buffer zero | Potency, µM (top dose mostly 57.5 µM), without a hit: at the highest dose activation, actives largely listed as activators | hit rate 0.3% among 370,000 | AID 2676; further: on the % scale 0 is the no-effect control and ±100 the full control effect; nearly all actives have a fitted effect of over 60% in size; many of its hits are not listed in these tables
Target sequence (Q9HBX9 whole entry, looked up): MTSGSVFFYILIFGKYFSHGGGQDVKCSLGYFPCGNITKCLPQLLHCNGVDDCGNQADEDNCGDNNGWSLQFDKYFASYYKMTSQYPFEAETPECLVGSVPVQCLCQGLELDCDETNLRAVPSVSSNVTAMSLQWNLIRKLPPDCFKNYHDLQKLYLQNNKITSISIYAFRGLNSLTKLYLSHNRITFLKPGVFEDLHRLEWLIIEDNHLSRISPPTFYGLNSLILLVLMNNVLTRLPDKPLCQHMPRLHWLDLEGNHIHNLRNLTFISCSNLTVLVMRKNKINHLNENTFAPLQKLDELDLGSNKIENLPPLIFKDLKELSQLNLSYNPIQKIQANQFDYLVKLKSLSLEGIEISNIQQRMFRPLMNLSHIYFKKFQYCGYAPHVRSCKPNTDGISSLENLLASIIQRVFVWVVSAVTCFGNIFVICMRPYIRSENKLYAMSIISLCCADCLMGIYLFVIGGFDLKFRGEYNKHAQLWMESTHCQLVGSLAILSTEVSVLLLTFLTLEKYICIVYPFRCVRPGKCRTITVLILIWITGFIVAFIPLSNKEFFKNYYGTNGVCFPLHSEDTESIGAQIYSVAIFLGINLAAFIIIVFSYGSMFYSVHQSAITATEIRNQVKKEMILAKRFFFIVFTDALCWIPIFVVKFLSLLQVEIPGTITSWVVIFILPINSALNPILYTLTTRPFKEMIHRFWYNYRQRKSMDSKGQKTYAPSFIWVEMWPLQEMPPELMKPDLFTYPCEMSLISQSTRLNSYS
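cAMP rise read by TR-FRET after 30 min, 37C compound exposure (up to 58 uM) in RXFP1-transfected HEK293 cells with Ro 20174 present. EC50 from Hill-equation fits, with 29 nM porcine relaxin as 100% and buffer as basal.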
TrxR1 substrate: substrates of rat thioredoxin reductase 1; purified TrxR1 substrate turnover, NADPH consumption readout; Potency, µM (titrated, usually from 114 µM), for the others: top-dose activity change, negative = substrate turnover; hit rate 0.01% among 390,000; AID 588456; further: on the % scale 0 is the no-effect control and ±100 the full control effect; nearly all actives have a fitted effect of over 50% in size
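Rat TrxR1, dispensed at 90 nM, was prereduced with 400 uM NADPH (final) for 5 min at ~22 deg C, then incubated with compound 15 min before 400 uM selenite. A first-read NADPH fluorescence drop versus no-compound background flagged substrates.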
TrxR1 inh: blocks rat thioredoxin reductase 1; AID 588453; O89049; hit rate 1% among 390,000; recombinant rTrxR1, NADPH fluorescence consumption, selenite substrate; Potency, µM (highest dose often 114 µM), inactives show at the top dose activity change, negative = inhibition, actives largely listed as inhibitors; further: on the % scale 0 is the no-effect control and ±100 the full control effect; nearly all actives have a fitted effect of over 65% in size
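Rat TrxR1 (90 nM in the dispensed reagent) was pre-reduced with 400 uM NADPH for 5 min at room temperature, then incubated with compound for 15 min. After 400 uM selenite was added, NADPH fluorescence (Ex 340/Em 450 nm) was followed for 8 min.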
Vif-APOBEC3F blk: Vif-A3F binding inhibition. HeLa A3F-eYFP + Vif (tagged APOBEC3F with the HIV-1 protein that degrades it), YFP fluorescence increase. Potency, µM (doses to about 46.1 µM), for the others: top-dose activity, negative = active. hit rate 0.2% among 390,000. AID 602313; further: % of control where 0% means no effect; nearly all actives have a fitted effect of over 65% in size
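HeLa cells stably expressing Vif plus C-terminally eYFP-tagged A3F were seeded, incubated overnight at 37 deg C, dosed with compound, incubated overnight again at 37 deg C. Yellow fluorescence (Ex 488/Em 500-530) reported blocked Vif-mediated A3F-eYFP degradation.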
IDH1 R132H inh: human IDH1 R132H inhibition. Potency, µM (top dose mostly 76.6 µM), inactives show top-dose activity change, negative = inhibition, most hits filed as inhibitors. O75874. IDH1-R132H enzyme, NADPH consumption, diaphorase/resazurin fluorescence. hit rate 0.093% among 390,000; further: on the % scale 0 is the no-effect control and ±100 the full control effect; nearly all actives have a fitted effect of over 65% in size
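IDH1-R132H (0.5 ug/mL) preincubated 30 min with compound, then NADPH (0.016 mM) and alpha-KG (2 mM) added; 80 min at RT, pH 7.5. Remaining NADPH coupled via diaphorase/resazurin to fluorescence (540/590 nm); concentration-response curves normalized to no-enzyme control.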
RGS4 inhibitor: human RGS4 inhibition; P49798; Transcreener GDP fluorescence polarization, RGS4-accelerated GTP hydrolysis; Potency, µM (titrated, usually from 114 µM), without a hit: at the top dose activity change, negative = inhibition, hits mostly inhibitors; hit rate 0.039% among 390,000; AID 504845; further: on the % scale 0 is the no-effect control and ±100 the full control effect; nearly all actives have a fitted effect of over 75% in size; some results filed as inactive show a strong effect at the top dose
Target sequence (P49798 whole entry, looked up): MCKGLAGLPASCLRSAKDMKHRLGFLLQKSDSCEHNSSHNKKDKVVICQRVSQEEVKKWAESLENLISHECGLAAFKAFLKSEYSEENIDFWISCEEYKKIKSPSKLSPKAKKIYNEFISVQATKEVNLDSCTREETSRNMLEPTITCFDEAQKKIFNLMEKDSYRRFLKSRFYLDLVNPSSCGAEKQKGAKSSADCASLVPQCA
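MLSMR compounds (23 nl, pin-transferred) preincubated 10 min at room temperature with a 500nM (2x) first reagent, then RGS4 at 900nM (2x) plus Transcreener GDP mix added; fluorescence polarization (620/688 nm) read before and after 90 min at 30 °C.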
* hit, by the source's call; ? = inconclusive; nt = not tested or not shown; & = joins results of further samples; [ ] = dose if it differs, or a comment. The call rests on the fitted dose curve; in most records, active means well fitted curve in the direction sought with a large enough effect; inconclusive means small, poorly fitted or top-dose-only effect, or another doubt; inactive means no such curve, though single readings can be large; an effect the other way counts as inactive or inconclusive. Potency means the concentration at half of the fitted maximal effect. Some of the compounds tested; the hit share may differ from the screen's.

item	SMILES	ALOX12 inh	Vif-APOBEC3G blk	USP1-UAF1 inh	RXFP1 agonist	TrxR1 substrate
1	Cc1nc(NC(=O)COC(=O)C2CC2C)c(Cl)cc1Cl (configuration not stated)	-19.6%	1.3%	-15.5%	nt	1.2%
2	O=C(CN(C(=O)CCC(=O)Nc1ccccn1)C1CCCC1)NCc1ccccc1	-2.7%	0.5%	-11.4%	1.8%	8.2%
3	CCOc1ccc(OCC)c(NC(=O)CCNS(=O)(=O)c2cc(Br)cnc2N)c1	7.0%	0.1%	-18.0%	1.1%	0.1%
4	Cc1ccccc1CNC(=O)C(=O)NCC(c1cccs1)S(=O)(=O)c1ccc(Cl)cc1 (configuration not stated)	-8.5%	5.2%	-24.8%	1.2%	4.9%[57.1 µM]
5	CC(=O)Nc1c(Cl)cc2c(c1Cl)Cc1cc(C#N)ccc1-2	-0.3%	-9.4%	-13.1%	nt	-1.1%[11.4 µM]
6	COc1cccc(Nc2c([N+](=O)[O-])cncc2[N+](=O)[O-])c1	0.0%	-11.5%	-18.8%	-0.8%	-0.3%
7	CCOC(=O)c1ccc(S(=O)(=O)N2CCN(C(=O)c3cccc(S(=O)(=O)N4CC(C)OC(C)C4)c3)CC2)cc1 (configuration not stated)	-2.1%	-3.9%	-8.8%	nt	-5.3%
8	CCN(CC)C(=O)COC(=O)C1CCN(S(=O)(=O)c2ccc3c(c2)OCCO3)CC1	59.2%[activator]	-0.4%	-10.4%	-0.7%	-11.1%
9	COc1cccc(C2C3=C(CC(C)(C)CC3=O)Nc3cc4c(cc32)OCO4)c1 (configuration not stated)	97.4%[activator][57.4 µM]	?	-16.9%	6.9%	36.0%[activator]
10	N#Cc1c(NC(=O)CN2CCOCC2)oc(-c2ccccc2)c1-c1ccccc1	7.3%	-3.4%	-10.2%	-1.6%	9.8%[57.1 µM]
11	C[C@@H]1CCCCO[C@H](CN(C)S(=O)(=O)c2cccs2)[C@@H](C)CN([C@H](C)CO)C(=O)c2cc(NC(=O)Nc3ccc4c(c3)OCO4)ccc2O1	1.8%	-0.4%	-18.7%	nt	nt
12	COc1ccc(CCC(C)Nc2cccc(F)c2)cc1 (configuration not stated)	?	0.9%	-16.8%	0.5%	-1.7%
13	COc1ccccc1CNC(=O)CN(CCc1ccccc1)S(C)(=O)=O	-54.1%	2.1%	-15.0%	0.2%	-3.5%[57.1 µM]
14	N#Cc1c2c(c(Nc3ccccc3)n3c1nc1ccccc13)CCC2	157.0%[activator]	-5.3%	-10.7%	2.0%	2.9%[2.29 µM]
15	Cc1ccc(C(=O)Nc2cccc(-c3ccc(N4CCOCC4)nn3)c2)cc1C	-22.6%	-11.8%	-8.0%	8.0%	-4.6%[57.1 µM]

item	TrxR1 inh	Vif-APOBEC3F blk	IDH1 R132H inh	RGS4 inhibitor
1	6.0%	5.7%	-14.8%	-3.8%
2	21.4%	2.0%	7.7%	-17.7%
3	20.6%	3.3%	-1.2%	12.2%
4	13.6%[57.1 µM]	-8.7%	15.5%	-34.5%
5	-4.9%[11.4 µM]	-2.3%	2.7%	-49.7%
6	18.9%	13.4%	4.9%	-4.4%
7	11.4%	0.6%	0.0%	-8.1%
8	-10.5%	8.8%	-7.0%	-6.9%
9	19.7%	0.8%	-23.3%	-11.4%
10	4.2%[57.1 µM]	-2.1%	4.4%	26.2%
11	nt	0.5%	-1.8%	nt
12	7.0%	-0.7%	6.9%	-7.8%
13	0.7%[57.1 µM]	19.1%	-6.7%	17.3%
14	5.9%	nt	-3.3%	?
15	6.0%[57.1 µM]	1.5%	8.0%	-16.9%

8 consecutive compounds already listed:
item	SMILES	ALOX12 inh	Vif-APOBEC3G blk	USP1-UAF1 inh	RXFP1 agonist	TrxR1 substrate
1	Cc1nc(NC(=O)COC(=O)C2CC2C)c(Cl)cc1Cl (configuration not stated)	-19.6%	1.3%	-15.5%	nt	1.2%
2	O=C(CN(C(=O)CCC(=O)Nc1ccccn1)C1CCCC1)NCc1ccccc1	-2.7%	0.5%	-11.4%	1.8%	8.2%
3	CCOc1ccc(OCC)c(NC(=O)CCNS(=O)(=O)c2cc(Br)cnc2N)c1	7.0%	0.1%	-18.0%	1.1%	0.1%
4	Cc1ccccc1CNC(=O)C(=O)NCC(c1cccs1)S(=O)(=O)c1ccc(Cl)cc1 (configuration not stated)	-8.5%	5.2%	-24.8%	1.2%	4.9%[57.1 µM]
5	CC(=O)Nc1c(Cl)cc2c(c1Cl)Cc1cc(C#N)ccc1-2	-0.3%	-9.4%	-13.1%	nt	-1.1%[11.4 µM]
6	COc1cccc(Nc2c([N+](=O)[O-])cncc2[N+](=O)[O-])c1	0.0%	-11.5%	-18.8%	-0.8%	-0.3%
7	CCOC(=O)c1ccc(S(=O)(=O)N2CCN(C(=O)c3cccc(S(=O)(=O)N4CC(C)OC(C)C4)c3)CC2)cc1 (configuration not stated)	-2.1%	-3.9%	-8.8%	nt	-5.3%
8	CCN(CC)C(=O)COC(=O)C1CCN(S(=O)(=O)c2ccc3c(c2)OCCO3)CC1	59.2%[activator]	-0.4%	-10.4%	-0.7%	-11.1%

item	TrxR1 inh	Vif-APOBEC3F blk	IDH1 R132H inh	RGS4 inhibitor
1	6.0%	5.7%	-14.8%	-3.8%
2	21.4%	2.0%	7.7%	-17.7%
3	20.6%	3.3%	-1.2%	12.2%
4	13.6%[57.1 µM]	-8.7%	15.5%	-34.5%
5	-4.9%[11.4 µM]	-2.3%	2.7%	-49.7%
6	18.9%	13.4%	4.9%	-4.4%
7	11.4%	0.6%	0.0%	-8.1%
8	-10.5%	8.8%	-7.0%	-6.9%

Next results follow.
item	SMILES	ALOX12 inh	Vif-APOBEC3G blk	USP1-UAF1 inh	RXFP1 agonist	TrxR1 substrate
16	O=C1Nc2ccccc2C1(O)c1ccccc1O (configuration not stated)	35.9%[activator]	0.3%	-17.3%	0.9%	-4.0%[57.1 µM]
17	COc1ccc(N2CCN(C(=O)CSc3nc4[nH]ncc4c(=O)n3-c3ccc(Br)cc3)CC2)cc1	-4.2%	-3.5%	-23.9%	0.6%	3.3%
18	Cc1ccc(C)c(SCC(=O)Nc2cc(S(=O)(=O)N3CCOCC3)ccc2C)c1	?	-6.8%	-0.9%	0.1%	-2.5%
19	O=C1CC(N2CCN(Cc3ccc4c(c3)OCO4)CC2)C(=O)N1CCc1ccccc1 (configuration not stated)	-4.9%	1.6%	-7.3%	0.0%	8.3%[57.1 µM]
20	CCOc1ccc(C)cc1S(=O)(=O)n1ccnc1	?	0.2%	-2.5%	1.7%	11.4%[57.1 µM]
21	Cc1ccc(NC(=O)c2ccc(Cl)c(S(=O)(=O)N3CCCC3)c2)nc1	-19.5%	2.1%	-21.5%	-1.2%	1.4%
22	CC1CCC2(CC1)NC(=O)N(CC(=O)Nc1ccc3c(c1)OCO3)C2=O (configuration not stated)	-10.0%&5.7%	-3.7%	-13.9%	nt	0.6%
23	Cc1ccccc1CCNC(=O)c1ccc(NC(=O)N2CC(C)Sc3ccccc32)cc1 (configuration not stated)	3.4%	2.7%	-20.5%	-0.8%	-4.5%
24	c1ccc(Cn2ncc3c(N4CCOCC4)ncnc32)cc1	10.4%	-0.1%	-3.0%	1.9%	11.9%[57.1 µM]

item	TrxR1 inh	Vif-APOBEC3F blk	IDH1 R132H inh	RGS4 inhibitor
16	11.2%[2.29 µM]	-5.8%	-19.4%	19.7%
17	16.9%	0.7%	1.1%	-22.0%
18	-12.3%	-0.2%	-1.1%	9.1%
19	10.2%	-10.8%	0.2%	12.6%
20	17.0%[57.1 µM]	-10.4%	0.3%	-12.3%[11.4 µM]
21	12.3%	4.4%	4.1%	-4.2%
22	10.4%	7.7%	12.1%	-0.7%
23	0.5%	0.6%	29.7%	8.9%
24	8.1%[0.457 µM]	-2.9%	-5.1%	16.3%
